Insulin prom inh: TRM-6 insulin promoter activity inhibition; TRM-6 cells (human fetal islet line), insulin promoter-eGFP reporter, imaging; reporter expression induced with tamoxifen; 0.9% of 130,000 active; AID 1273; inhibition, % at 2 µM;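 active = inhibition above the mean plus 3 SD, with well images judged a real hit on visual review, cut at about 60% in these data, passing the limit was not always enough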
SDO1 yeast rescue: compounds rescuing growth of sdo1-depleted yeast, bone marrow failure model. S. cerevisiae sdo1-depleted JHY4D growth rescue, OD600 30 h; active compounds read high; pdr5 snq2 efflux-pump mutant strain. z-score at 10 µM. 0.21% of 140,000 active;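 active = z-score above 3 at both the 24 hr and the 30 hr optical density reads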;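 also: z-score against mean and SD of all compound wells on the same plate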
SDO1 yeast rescue Rescue 24 h: further read-out of SDO1 yeast rescue, marked with its call; z-score; S. cerevisiae sdo1-depleted JHY4D growth rescue, OD600; measured here: growth rescue at 24 h;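 0 is the plate mean of compound wells and units are plate SD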
* marks the source's active call; other numbers are inactive results; x = no result given.

SMILES	Insulin prom inh	SDO1 yeast rescue	SDO1 yeast rescue Rescue 24 h
Cc1ccccc1N1CCN(C(=S)c2ccccc2)CC1	15	0.16	0.04
Nc1nnnn1/N=C/c1ccccc1C(F)(F)F	x	0.62	0.46
Cc1ccc(S(=O)(=O)NC2CCCC2)cc1C	13	0.32	0.07
CCN(CC)CCOC(=O)c1ccc(NC(=O)c2cn(-c3ccccc3)nc2-c2cccs2)cc1	0	x	x
O=C(O)CSc1nc(SCc2ccccc2Cl)nc2c1CCCC2	x	0.16	0.25
Cc1ccc2cc(CN(C(=O)C3CCCO3)C3CCCCC3)c(=O)[nH]c2c1 (stereo unspecified)	25	0.94	0.73
Cc1nn(CC(=O)N(C)C)c(=O)c2ccccc12	9	1.2	2.2
O=C(CCC(=O)N1CCN(S(=O)(=O)c2ccc(Cl)cc2)CC1)Nc1cccc(Br)c1	-73	-0.77	-2
Cc1ccc(SCc2cc(=O)[nH]c(/N=C(\N)Nc3cccc4ccccc34)n2)cc1	-84	-0.21	-0.25
Brc1ccc(C2=Nc3cccc4cccc(c34)N2)o1	3	-0.82	-0.17
Cn1cccc1/C=C(\C#N)c1ccccc1	-23	x	x
CC(C)Cc1nc2sc3c(NCc4ccco4)ncnc3c2c2c1COC(C)(C)C2	-4	-0.53	0.11
CCc1cc(=O)oc2cc3occ(C)c3cc12	13	-0.45	-0.63
O=C(CCS(=O)(=O)c1ccc(Br)cc1)NCc1cccs1	x	0.25	-0.14
O=C(COC(=O)c1cccc(S(=O)(=O)N2CCCC2)c1)NCc1ccccc1	25	x	x
CCOc1ccccc1NC(=O)c1ccccc1N(C)S(C)(=O)=O	-37	0.24	-0.03
OC(COc1ccc2c(c1)CCC2)Cn1cnc2ccccc21 (stereo unspecified)	-25	1.4	2.7
CCC(C)c1ccc(OCCCCN2CCOCC2)cc1 (stereo unspecified)	x	-1.9	-0.9
COc1ccc(C(=O)Cn2nnc(-c3ccccc3NC(=O)C3CC3)n2)cc1	-22	0.24	-0.03
Cc1ccc(C)c(NC(=O)COc2cccc3c2CCN(Cc2ccccc2)C3=O)c1	x	-0.15	-0.25
Cn1c(=O)[nH]c(=O)c2c1nc(SCC(=O)Nc1ccccc1)n2Cc1ccccc1	x	0.46	-0.09
Cn1c(=O)c2[nH]cnc2n(C)c1=O	38	0.36	-0.22
COc1ccc(CCNC(=O)c2ccc(CNc3nc(=S)[nH]c4ccccc34)cc2)cc1OC	43	x	x
CC1CCc2c(sc3nc(SCC(=O)NCc4ccco4)nc(N)c23)C1 (stereo unspecified)	x	-1.2	-0.49
O=C(NC1CCCCC1)C(c1cc2c(cc1[N+](=O)[O-])OCO2)N1CCCCC1 (stereo unspecified)	0	-0.62	-0.78

Further entries
SMILES	Insulin prom inh	SDO1 yeast rescue	SDO1 yeast rescue Rescue 24 h
O=C(O)CCCC(=O)Nc1ccc(C(=O)N2CCCCC2)cc1	-245	1.3	2
COc1ccc(S(=O)(=O)NCc2cc(-c3ccccc3Cl)no2)cc1	-164	x	x
CSc1cnn(-c2ccccc2)c(=O)c1SC	9	0.37	-0.37
Cc1ccc(OCC(=O)n2nc(C)cc2C)c(Br)c1	-242	0.06	-0.52
O=C(Nc1cccnc1)/C(N=Nc1c(Cl)cccc1Cl)=C(\O)c1ccccc1	-27	0.58	2.7
CC(C)NC(=O)C(=O)NCCCOC(C)C	-175	0.69	1.1
COc1ccc(-c2cc(C(=O)OCC(=O)N(C)C3CCS(=O)(=O)C3)c3ccccc3n2)cc1OC (stereo unspecified)	-36	x	x
Cc1nc2sc(-c3ccccc3)cc2c(=O)[nH]1	-29	-0.96	-0.3
CC(=O)c1ccc(NC(=O)C(C)OC(=O)C(C)Oc2cccc(C)c2)cc1 (stereo unspecified)	x	1	1.5
Cn1c(=O)c2c(nc(SCc3cccnc3)n2Cc2ccccc2)n(C)c1=O	36	0.43	0.26
O=C(CSc1nnnn1-c1cccc(Cl)c1)Nc1ccc2c(c1)CCC2	x	-0.49	-0.71
COc1cc(Cl)c(C)cc1NC(=O)c1ccc2c(SCC(=O)O)c3c(nc2c1)CCCC3	36	x	x
COc1ccccc1NS(=O)(=O)c1cccc(NC(=O)NC2CCCCC2)c1	x	-0.18	-0.3
CC(=O)NCCn1c(SCC(=O)c2ccccc2)nc2ccccc2c1=O	6	0.35	-0.1
CSc1ccccc1NC(=O)CN(C)CC(=O)Nc1ccccc1N1CCOCC1	38	x	x
COC(=O)c1ccccc1NC(=O)COc1ccccc1[N+](=O)[O-]	-25	x	x
COc1ccc(N2CCN(C(=O)Cc3cccs3)CC2)cc1	50	0.53	-0.19
COc1ccc2oc(=O)c(C(=O)Nc3ccccc3-c3ccccc3)cc2c1	x	-0.85	-0.18
CCOc1ccc(NC(=O)C2CC(=O)N(C)C(=Nc3ccc4c(c3)OCO4)S2)cc1 (stereo unspecified)	3	1	2.2
Cc1ccc(-c2nc(SCC(N)=O)c(C#N)c3c2CCCC3)cc1	25	-1.4	0.29
O=C(NCc1ccco1)c1cnc2sccn2c1=O	x	0.62	0.53
Cc1ccc(SCc2cc(=O)n3[nH]c(C)nc3n2)cc1	6	0.42	0.6
COc1ccc(C)cc1NC(=O)CN(C)S(=O)(=O)c1cc(C)ccc1OC	-21	-0.27	-0.89
CN1C(=O)c2ccccc2Sc2ccc(NC(=O)NC3CC3)cc21	-9	0.88	1.4
C/C(=N\N(Cc1ccccc1)c1ccccc1)c1cccnc1	17	x	x

An excerpt from above, limited to SDO1 yeast rescue Rescue 24 h and Insulin prom inh:
| Structure | SDO1 yeast rescue Rescue 24 h | Insulin prom inh |
| --- | --- | --- |
| Brc1ccc(C2=Nc3cccc4cccc(c34)N2)o1 | -0.17 | 3 |
| Cn1cccc1/C=C(\C#N)c1ccccc1 | x | -23 |
| CC(C)Cc1nc2sc3c(NCc4ccco4)ncnc3c2c2c1COC(C)(C)C2 | 0.11 | -4 |
| CCc1cc(=O)oc2cc3occ(C)c3cc12 | -0.63 | 13 |

Complete entries as entered above.
Profile of Cc1ccc(-c2nc(SCC(N)=O)c(C#N)c3c2CCCC3)cc1 = Insulin prom inh = 25; SDO1 yeast rescue = -1.4; SDO1 yeast rescue Rescue 24 h = 0.29
Profile of Cc1ccc(OCC(=O)n2nc(C)cc2C)c(Br)c1 = Insulin prom inh = -242; SDO1 yeast rescue = 0.06; SDO1 yeast rescue Rescue 24 h = -0.52
Profile of CC1CCc2c(sc3nc(SCC(=O)NCc4ccco4)nc(N)c23)C1 (stereo unspecified) = Insulin prom inh = x; SDO1 yeast rescue = -1.2; SDO1 yeast rescue Rescue 24 h = -0.49

Rewritten in CSV form: 3 of the compounds above
smiles,Insulin prom inh,SDO1 yeast rescue,SDO1 yeast rescue Rescue 24 h
Cc1ccc(S(=O)(=O)NC2CCCC2)cc1C,13,0.32,0.07
CCN(CC)CCOC(=O)c1ccc(NC(=O)c2cn(-c3ccccc3)nc2-c2cccs2)cc1,0,x,x
O=C(O)CSc1nc(SCc2ccccc2Cl)nc2c1CCCC2,x,0.16,0.25

Some of these compounds in order of heavy-atom count, ascending:
SMILES	Insulin prom inh	SDO1 yeast rescue	SDO1 yeast rescue Rescue 24 h
Cc1nc2sc(-c3ccccc3)cc2c(=O)[nH]1	-29	-0.96	-0.3
O=C(O)CCCC(=O)Nc1ccc(C(=O)N2CCCCC2)cc1	-245	1.3	2
Cc1ccc(-c2nc(SCC(N)=O)c(C#N)c3c2CCCC3)cc1	25	-1.4	0.29
Cn1c(=O)c2c(nc(SCc3cccnc3)n2Cc2ccccc2)n(C)c1=O	36	0.43	0.26

More structures:
SMILES	Insulin prom inh	SDO1 yeast rescue	SDO1 yeast rescue Rescue 24 h
CN(CC(=O)NC1CCCCC1)S(=O)(=O)c1cccc2cccnc12	x	1	0.88
Cc1ccc(-c2csc3nnc(SCc4csc(C)n4)n23)cc1	-53	0	0.32
COc1ccccc1NC(=O)CN1CCN(CC(=O)Nc2ccc3c(c2)OCO3)CC1	38	1.4	1.3
CCC(C)C(NC(=O)[C@@H](NC(=O)c1ccccc1F)C(C)C)C(=O)OC (stereo partly specified)	-32	0.11	0.36
O=C(NCc1cccnc1)c1cccc(F)c1	x	1.1	0.8
O=C(/C=C/c1ccc(-c2ccc(F)cc2)o1)N1CCCC1	-9	x	x
Cc1cccc(OCC(O)Cn2c(=N)n(CCN3CCCCC3)c3ccccc32)c1 (stereo unspecified)	-100	0.25	0.11
CCOc1ccc(NC(=O)c2cc3cc4ccc(OC)cc4nc3o2)cc1	29	-0.78	0.88
CCOCCCn1c(=N)c(C(N)=S)cc2c(=O)n3cccc(C)c3nc21	-77	0.92	0.23
CC(C)N1C(=O)C2C(C(=O)NCc3ccccc3)C3C=CC2(O3)C1C(=O)NC(C)(C)C (stereo unspecified)	-10	0.79	-0.32
COc1ccc(Cn2nnnc2C(c2ccccc2)N2CCN(C3CCCC3)CC2)cc1 (stereo unspecified)	x	0.32	-0.57
C/C(Cl)=C/Cn1c(NCCCn2ccnc2)nc2c1c(=O)[nH]c(=O)n2C	24	0.44	-0.4
COc1ccc(N(CC(=O)NCCSC2CCCCC2)S(C)(=O)=O)c(OC)c1	x	0.07	-0.34
Cc1nnc2sc(-c3ccc(NC(=O)CSc4ccc(Cl)cc4)cc3)nn12	17	-1.3	-0.84
CC(=O)NS(=O)(=O)c1ccc(NC(=O)CN2C(=O)C3C4C=CC(C4)C3C2=O)cc1 (stereo unspecified)	18	0.64	1.1
CCOCCCN(C(=O)Cn1nnc2ccccc21)C(C(=O)NCc1ccco1)c1ccncc1 (stereo unspecified)	x	0.65	0.53
COc1ccc(S(=O)(=O)NC(C)(C)C)cc1-c1nnc2c3ccccc3c(C)nn12	-10	0.31	0.37
COC(=O)c1ccccc1NC(=O)c1cc(C2CC2)on1	x	-0.53	-0.54
CN(Cc1cccs1)C(=O)Cc1csc(-c2ccccc2)n1	-38	x	x
Cc1ccc2c(c1)nnn2C1CCN(CC(=O)NCCc2nc3ccccc3[nH]2)CC1	x	0.49	-0.1
COc1ccc(CNC(=O)c2ccc(NC(=O)C3CCCO3)cc2)cc1 (stereo unspecified)	x	1.7	2.2
COc1cc(/C=N/Nc2nc(N3CCCC3)nc(N3CCCC3)n2)ccc1O	0	-0.45	-0.62
Cc1ccc(C(C)C)c(OCCNC(=S)Nc2cccc3ccccc23)c1	-48	-1.4	-0.99
CCOC(=O)CC1=NC(=O)CS1	4	1.8	1.8
COCCn1c(=O)[nH]c(=O)c2c1nc(-c1ccc(-c3ccc(Cl)cc3[N+](=O)[O-])o1)n2Cc1ccccc1	-47	0.12	1.5

The list goes on:
SMILES	Insulin prom inh	SDO1 yeast rescue	SDO1 yeast rescue Rescue 24 h
CC1CCN(c2cc(N3CCOCC3)c([N+](=O)[O-])cc2F)CC1	7	-0.81	-0.32
C=CCN(CC(=O)NCC1CCCO1)C(=O)CCC(=O)Nc1cc(C)on1 (stereo unspecified)	-44	-0.12	-0.02
O=C(NC(=S)Nc1nc(-c2cccc3ccccc23)cs1)c1cc2ccccc2o1	x	0.03	0.04
CSCc1c(C(=O)NC2CCCc3ccccc32)oc2ccccc12 (stereo unspecified)	-10	-0.6	-0.19
C=CC[C@@H]1C=C[C@H](O/N=C/c2ccc(C(=O)N3[C@H](c4ccc(C)cc4)[C@@H](C)CC[C@H]3C(=O)OC)cc2)[C@@H](CO)O1	-33	-0.54	-0.17
COc1ccc(N=C2SC(C(N)=O)CC(=O)N2CCc2ccc(OC)c(OC)c2)cc1 (stereo unspecified)	-47	-0.2	-0.94
O=C(O)COc1cnc2ccccc2n1	10	x	x
NCC(O)COc1ccc2c(c1)OCO2 (stereo unspecified)	-23	-0.96	-1.1
O=C(NCCc1c[nH]c2ccccc12)/C(=C\c1cccnc1)NC(=O)c1cccs1	17	0.62	-0.07
CC(=O)c1sc(NC(=O)c2ccccc2F)nc1C	x	-0.69	-1.4
CNC(=S)N/N=C(\C)c1ccc2c(c1)OCCO2	6	0.14	-0.04
CCCc1ccc(Oc2cc(Cl)nc(N)n2)cc1	34	0.12	-0.2
CC(C)CCn1c(CN2CCN(Cc3ccccc3)CC2)nc2c1c(=O)n(C)c(=O)n2C	x	0.57	0.81
CCOC(=O)c1ccc(N=C2C(=S)N(c3ccc(C(=O)OCC)cc3)C(=N)N2/N=C/c2ccccc2)cc1	-52	0.18	0.11
CCCCNC(=S)N1CCN(Cc2ccc3c(c2)OCO3)CC1	28	x	x
O=C1CCN(S(=O)(=O)c2ccc(Cl)cc2)N1	17	0.16	-0.81
O=C(NN=C1CCCCCCCCCCC1)c1cccc(S(=O)(=O)N2CCOCC2)c1	27	-0.46	-0.72
CCOc1ccc2nc(NC(=O)C(CCSC)NS(=O)(=O)c3cccs3)sc2c1 (stereo unspecified)	17	-0.01	-0.01
N#CC(C(=O)Nc1cccc(Cl)c1)=C1Nc2ccccc2N1	-14	0.66	2.8
O=C(CCn1c(=O)oc2ccccc21)Nc1nccs1	18	-0.5	-0.4
Cc1ccc(C(=O)Oc2cccc(NC(=O)c3cccs3)c2)cc1S(=O)(=O)N1CCOCC1	11	-0.9	-0.86
O=C(O)Cc1ccc(NS(=O)(=O)c2c(Cl)cccc2Cl)cc1	-53	x	x
c1ccc(-c2nc[nH]c2-c2ccccc2)cc1	x	0.03	0.23
Cc1nc2cc(NC(=O)COc3ccc(C#N)cc3)ccc2n1-c1ccccc1	64	-1.1	-1.1
C#CCn1c(=NC(=O)c2sc3ccccc3c2Cl)sc2cc(S(N)(=O)=O)ccc21	-15	-1.2	-0.4
Cc1ccc(-c2nn3c(C)nnc3s2)cc1NCc1c(F)cccc1Cl	-8	-0.22	1.1
Cc1ccc(C(=O)Nc2ccccc2C(=O)NCc2ccco2)cc1S(=O)(=O)N1CCCCC1	-24	-2.3	-1.1
COc1cc(/C=C/C(=O)c2ccc(F)cc2)cc(OC)c1OC	47	x	x
CCOc1ccc(C(Nc2ccc(C)cc2)P2(=O)OCCC(C)O2)cc1 (stereo unspecified)	-14	0.63	0.73
S=C(NCCc1ccccc1)NCC1CCCO1 (stereo unspecified)	-13	-0.09	-0.27

Screens deposited in PubChem by several laboratories.
